KCNQ1 pot: potentiators or activators of KCNQ1 channel, primary screen, cell-based, thallium flux, high-throughput; 0.35% of 310,000 active; CHO-K1 KCNQ1, thallium flux FluxOR fluorescence; hits give high values; Potassium voltage-gated channel subfamily KQT member 1 (Homo sapiens), P51787; B-score at 10 µM;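 active = fluorescence ratio B-score, a plate-corrected score, at least three library SD, with initial intensity B-score within 5 SD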
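assay system = CHO-K1 cells stably expressing KCNQ1 | medium = assay buffer, equal DMSO in all wells | timing = 37 °C overnight plating, 90-min dark dye load, 20-min compound pretreatment | measured by = kinetic FluxOR thallium fluorescence, 10-s 1-Hz baseline, 110-s post-stimulus read | measure = fluorescence change relative to baseline, converted to B score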
KCNQ1 inh: inhibitors of human KCNQ1 channel, primary screen, cell-based, thallium flux, high-throughput; AID 2642, 2010; CHO-K1 KCNQ1, FluxOR thallium flux fluorescence; hits give high values; B-score at 10 µM; 1.3% of 310,000 active; Potassium voltage-gated channel subfamily KQT member 1 (Homo sapiens), P51787;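 active = compounds whose thallium flux B-score, printed positive for inhibition, exceeds three library SD while starting fluorescence stays within three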;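 note: channel opened by potassium depolarization with thallium stimulus after 20 min compound exposure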
RGS4 inh: RGS4 inhibitors, primary screen, cell-based, HEK293 M3R inducible RGS4, calcium flux. Regulator of G-protein signaling 4 (Homo sapiens), P49798. 0.45% of 310,000 active. Fluo-4 calcium flux; hits give high values; triggered by carbachol at its EC20. B-score at 10 µM;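 active = B-score, a plate-corrected calcium signal, over three deviations above library mean, with baseline fluorescence within five deviations of library mean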;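 note: RGS4 expression induced by doxycycline in cells with stable M3 receptor; B-score is computed from the integrated fluorescence ratio over baseline after carbachol; higher B-score means a larger calcium signal and so more RGS4 inhibition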
KCNK3 block: human KCNK3 channel inhibitors, primary screen, CHO cells, FluxOR thallium flux, B-score | B-score at 10 µM | FluxOR fluorescence; hits give low values | Potassium channel subfamily K member 3 (Homo sapiens), O14649 | 0.84% of 340,000 active;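 active = B-score under library mean minus 4 SD, starting fluorescence ratio at most library mean plus 5 SD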;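 note: more negative B-score means stronger inhibition of thallium flux through KCNK3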
MrgX1 PAM: positive allosteric modulators of MrgX1, primary screen, HEK293 cells, Fluo-4 calcium flux. B-score at 10 µM. AID 588675, 2011. 0.63% of 310,000 active. Mas-related G-protein coupled receptor member X1 (Homo sapiens), Q96LB2. FDSS; hits give high values;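 active = plate-corrected calcium response at least 3 library SD above typical, normal starting fluorescence, not activating the receptor alone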;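 note: compound read alongside a low EC10 to EC30 dose of BAM8-22 agonist; peak minus trough fluorescence over baseline measured at the second addition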
KCNK9 inh: KCNK9 potassium channel inhibitors, primary screen, HEK293 cells, thallium flux; Potassium channel subfamily K member 9 (Homo sapiens), Q9NPC2; FluxOR thallium flux fluorescence; hits give low values; B-score at 10 µM; 1.2% of 310,000 active;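 active = ratio B-score over 3 SD below the library mean, with starting fluorescence within 5 SD of its mean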;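 note: negative B-score means less thallium flux so channel inhibition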
RGS4 act: RGS4 potentiators or activators, primary screen, cell-based, HEK293 M3R inducible RGS4, calcium flux. carbachol calcium flux Fluo4; hits give low values. B-score at 10 µM. 0.92% of 310,000 active;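 active = B-score of the integrated calcium signal more than 4 SD below the library mean, with starting fluorescence not abnormally high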;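 note: negative B-score means reduced calcium response which marks RGS4 activation or potentiation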
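Also added: carbachol at ECmax as muscarinic agonist stimulus; Assay system: HEK293 cells with stable M3R and inducible RGS4; Timing: overnight RGS4 induction, 30 min dye load 37 °C, 20 min compound RT; Measured by: Fluo4-AM (2 µM) calcium-flux fluorescence, kinetic read.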
MrgX1 agonist: agonists of human MrgX1 receptor, primary screen, HEK293 cells, Fluo-4 calcium flux | 0.44% of 310,000 active | AID 588627, 2011 | Mas-related G-protein coupled receptor member X1 (Homo sapiens), Q96LB2 | Fluo-4 calcium fluorescence, agonist mode; hits give high values | B-score at 10 µM;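 active = calcium response B-score plate-corrected fluorescence ratio at least 3 library SD, with starting fluorescence B-score inside 5 SD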
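Material – MrgX1-expressing HEK293 cells · Input – 15,000 cells seeded per well · Dosing – compound as first of three additions · Times – overnight seeding, then 1 h dark dye loading · Measured by – kinetic Fluo-4 NW fluorescence of intracellular calcium · Read-out – B-scored fluorescence response ratio · Benchmarks – positive and negative control wells on each plate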
ANO1 block: TMEM16A chloride channel inhibitors, primary screen, cell-based, HTS; Anoctamin-1 (Mus musculus), Q8BHY3; HEK293 TMEM16A/YFP iodide influx fluorescence, ionomycin; normalized B-score (activity score, 25-100; higher = stronger inhibition) at 10 µM; 1.2% of 310,000 active;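 active = ratio plate-corrected score three or more library SD toward inhibition, starting fluorescence score within five deviations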;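 note: score derived from kinetic fluorescence span divided by baseline fluorescence per well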
Target sequence (Q8BHY3 whole entry, looked up): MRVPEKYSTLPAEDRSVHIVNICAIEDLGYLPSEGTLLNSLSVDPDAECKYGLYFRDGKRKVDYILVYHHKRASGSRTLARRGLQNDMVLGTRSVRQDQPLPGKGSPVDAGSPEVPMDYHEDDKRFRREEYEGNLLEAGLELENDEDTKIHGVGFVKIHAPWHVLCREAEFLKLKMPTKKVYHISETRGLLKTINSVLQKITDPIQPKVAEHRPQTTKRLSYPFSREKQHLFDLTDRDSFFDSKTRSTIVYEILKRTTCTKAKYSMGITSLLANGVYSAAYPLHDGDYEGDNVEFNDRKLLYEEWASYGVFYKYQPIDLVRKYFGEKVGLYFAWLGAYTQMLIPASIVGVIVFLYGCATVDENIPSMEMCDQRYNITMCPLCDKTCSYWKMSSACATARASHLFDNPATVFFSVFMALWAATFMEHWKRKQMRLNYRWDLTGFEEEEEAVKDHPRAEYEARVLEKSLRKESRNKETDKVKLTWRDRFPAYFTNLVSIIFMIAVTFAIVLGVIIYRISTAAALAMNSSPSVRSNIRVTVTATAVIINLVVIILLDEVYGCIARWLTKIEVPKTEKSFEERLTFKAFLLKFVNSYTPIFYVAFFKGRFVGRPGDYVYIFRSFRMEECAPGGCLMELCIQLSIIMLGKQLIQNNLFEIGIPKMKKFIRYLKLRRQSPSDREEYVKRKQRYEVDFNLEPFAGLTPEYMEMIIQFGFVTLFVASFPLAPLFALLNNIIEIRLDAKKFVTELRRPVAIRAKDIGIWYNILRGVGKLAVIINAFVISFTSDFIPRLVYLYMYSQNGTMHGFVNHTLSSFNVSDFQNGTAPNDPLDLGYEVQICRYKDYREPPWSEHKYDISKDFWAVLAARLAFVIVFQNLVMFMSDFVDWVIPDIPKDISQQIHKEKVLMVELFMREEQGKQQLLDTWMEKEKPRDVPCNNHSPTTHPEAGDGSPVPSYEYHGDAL
hERG protect: hERG rescue from dofetilide block, primary screen, cell-based, CHO-hERG, FluxOR thallium flux, dofetilide IC70; activation (rescue from dofetilide block), less the hit threshold, % at 10 µM; Voltage-gated inwardly rectifying potassium channel KCNH2 (Homo sapiens), Q12809; dofetilide IC70 present; 0.51% of 310,000 active;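 active = activation above the mean of controls blocked by dofetilide plus 5 SD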;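 note: thallium influx through hERG after potassium depolarization seen as dye fluorescence rise; in these data hits start at about 4.7%; inactives centre near -7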
ANO1 activ: TMEM16A chloride channel activators or potentiators, primary screen, cell-based, HTS; AID 623877, 2012; 0.3% of 340,000 active; B-score at 10 µM; Anoctamin-1 (Mus musculus), Q8BHY3; HEK293 TMEM16A/YFP-H148Q/I152L, iodide quench fluorescence; hits give low values;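 active = fluorescence-ratio B-score plate-corrected deviation score at least 3 library SD below zero, with starting fluorescence score within 5 deviations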;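 note: channel opened by trigger with iodide after compound preincubation; score built on the fluorescence ratio of max minus min over baseline; more negative score means more quench and so TMEM16A activation or potentiation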
Numbers without * were called inactive; i = inactive; · = not tested or not shown. Compounds were not picked by outcome; about 6.3% have a hit in one of these screens.

SMILES	hERG protect	ANO1 activ	RGS4 act	ANO1 block	MrgX1 PAM	KCNK3 block	RGS4 inh	MrgX1 agonist	KCNK9 inh	KCNQ1 pot	KCNQ1 inh
CCOC(=O)N1CCN(c2ccc(N3C(=O)CCCC3=O)cc2[N+](=O)[O-])CC1	-7.3	i	i	i	i	i	i	i	i	i	i
COC(=O)c1ccc(C2/C(=C(\O)c3ccc4c(c3)OCCO4)C(=O)C(=O)N2c2nnc(C)s2)cc1 (stereo not drawn)	-8.7	i	i	i	i	i	i	i	i	i	i
Cc1nnsc1NC(=O)OCc1ccc(C(C)(C)C)cc1	-1.3	i	i	i	i	i	i	i	i	i	i
CC(=O)Nc1ccc(N(CC(O)Cn2c3ccccc3c3ccccc32)S(=O)(=O)c2ccc(C)cc2)cc1 (stereo not drawn)	-9.4	i	i	i	i	i	i	i	i	i	i
Cc1ccc(C)c(-c2nnc(OCC(=O)Nc3cc(C)on3)c3ccccc23)c1	-8.7	·	i	i	i	i	i	i	i	i	i
O=C(N=NC(=O)c1ccco1)c1ccc2c(O)n(N3C(=O)c4ccccc4C3=O)c(O)c2c1	-0.8	i	i	i	i	i	i	i	i	i	i
Cc1ccc(NC(=O)c2c3c(nc4ccccc24)CCC3)cc1S(=O)(=O)N(C)C	-13.6	i	i	i	i	i	i	i	i	i	i
CC(C)C[C@H](NC(=O)NCCC1=CCCCC1)C(=O)O	-4.3	i	i	i	i	i	i	i	i	i	i
O=C(CCNC(=O)N1CC(=O)Nc2ccccc21)Nc1cccc(Cl)c1	-7.2	i	i	i	i	i	i	i	i	i	i
COc1cc(NC(=O)Cn2nc(-c3ccc(F)cc3)ccc2=O)ccc1-n1cnnn1	-16.0	i	i	i	i	i	i	i	i	i	i
CC(=O)Nc1ccccc1/C=C/c1ccc2c(C)cc(C)c(O)c2n1	-0.3	i	i	i	i	i	i	i	i	i	i
Cc1cccc(NCN2C(=O)C3C4C=CC(C4)C3C2=O)c1 (stereo not drawn)	1.5	i	i	i	i	i	i	i	i	i	i
COc1ccc(C(=O)Nc2ccc(Cl)cc2C(=O)N2CCCC(C)C2)cc1 (stereo not drawn)	-10.5	i	i	i	i	i	i	i	i	i	i
Cc1ccc(S(=O)(=O)N2CCN(c3nccnc3C#N)CC2)cc1	-9.4	i	i	i	i	i	i	i	i	i	i
COc1ccc(CC(NC(C)=O)C(=O)NC2CCN(C(=O)c3ccc(Cl)cc3)CC2)cc1 (stereo not drawn)	-8.3	i	i	·	·	i	i	·	i	i	i
CCN(c1ccc(NC(=O)COC(=O)c2cccs2)cc1)C(C)C	-4.8	i	i	i	i	i	i	i	i	i	i
C=CCN1C(=O)C(Cc2cccc(Cl)c2)SC1=Nc1ccc(C(=O)O)cc1 (stereo not drawn)	-9.1	i	i	i	i	i	i	i	i	i	i
CCOc1ccccc1-c1nc(-c2ccc(NC(=O)Cc3ccccc3OC)cc2)no1	-9.5	i	i	i	i	i	i	i	i	i	i
Cc1ccc(C)c(N(CC(=O)NC(C)C)C(=O)CCC(=O)Nc2ccccn2)c1	-9.1	i	i	i	i	i	i	i	i	i	i
COCCCNC(=O)CCc1nc2cccnc2n1Cc1ccc(OC)cc1	-3.6	i	i	i	i	i	i	i	i	i	i

SMILES	hERG protect	ANO1 activ	RGS4 act	ANO1 block	MrgX1 PAM	KCNK3 block	RGS4 inh	MrgX1 agonist	KCNK9 inh	KCNQ1 pot	KCNQ1 inh
CCCCCCCC(=O)NC1=NC(=O)C(C)(C)S1	-7.1	i	i	i	i	i	i	i	i	i	i
CC1CC(N(C(=O)c2ccco2)c2ccccc2)c2ccccc2N1C(=O)c1ccco1 (stereo not drawn)	-7.9	i	i	i	i	i	i	i	i	i	i
COc1ccc(-n2nc(C(=O)NCC(=O)Nc3cccc(Cl)c3)c3ccccc3c2=O)cc1	-4.8	i	i	i	i	i	i	i	i	i	i
O=C(COC(=O)CNC(=O)c1ccc(Br)cc1)NCCC1=CCCCC1	-20.9	i	i	i	i	i	i	i	i	i	i
O=C(NCCc1ccc(F)cc1)NC12CC3CC(CC(C3)C1)C2	-9.3	i	i	i	i	i	i	i	i	i	i
COc1ccc(CNC(=O)CCNS(=O)(=O)c2ccc(C)cc2)cc1	-7.0	i	i	i	i	i	i	i	i	i	i
CC(C)c1ccc(C(=O)NCCCN2CCOCC2)cc1	-3.2	i	i	i	i	i	i	i	i	i	i
CC(=O)C(Cc1ccccc1)NC(=O)CN(C)Cc1ccccc1Cl (stereo not drawn)	-4.6	i	i	i	i	i	i	i	i	i	i
CCOc1ccccc1OCCCC(=O)N(CC)CC(=O)Nc1c(F)cccc1F	-12.7	i	i	i	i	i	i	i	i	i	i
COc1cc(NC(=O)COC(=O)c2n[nH]c3ccccc23)c(C)cc1[N+](=O)[O-]	-2.8	i	i	i	i	i	i	i	i	i	i
Cc1ccc(N2C(N)=C(C#N)C(c3cc(CN4CCOCC4)cs3)C3=C2CC(C)(C)CC3=O)cc1 (stereo not drawn)	-2.2	i	i	i	i	i	i	i	i	i	i
CC(C)c1ccc(N(CC(=O)NC2CCCCC2)C(=O)CNC(=O)c2ccco2)cc1	-5.8	i	i	i	i	i	i	i	i	i	i
Cc1ccc(C(=O)NCCNS(=O)(=O)c2ccccc2)cn1	-3.8	i	i	i	i	i	i	i	i	i	i
CC(=O)C1=C(O)C(=O)N(CCCn2ccnc2)C1c1ccc(Cl)cc1 (stereo not drawn)	-16.8	i	i	i	i	i	i	i	i	i	i
CCC(=O)N1CCc2cc(Br)cc(S(=O)(=O)CCC(=O)NCC3CCCO3)c21 (stereo not drawn)	-7.0	i	i	i	i	i	i	i	i	i	i
Cc1noc(NS(=O)(=O)c2ccc(NC(=O)C(F)(F)F)cc2)c1C	-1.6	i	i	i	i	i	i	i	i	i	i
Cc1[nH]nc(N=CC2=C(O)CC(c3ccco3)CC2=O)c1-c1ccc(Cl)cc1 (stereo not drawn)	-11.8	i	i	i	i	i	i	i	i	i	i
CCCn1c(CN2CCN(C(=O)OCC)CC2)nc2cc(NC(C)=O)ccc21	-5.9	·	i	i	i	i	i	i	i	i	i
CN(C(=O)CSc1ccccc1C(=O)O)C1CCCCC1	-5.6	i	i	i	i	i	i	i	i	i	i
O=C(Nc1nnc(-c2cccs2)o1)c1cc(-c2ccccc2)nc2ccccc12	-21.4	i	i	i	i	i	i	i	i	i	i

SMILES	hERG protect	ANO1 activ	RGS4 act	ANO1 block	MrgX1 PAM	KCNK3 block	RGS4 inh	MrgX1 agonist	KCNK9 inh	KCNQ1 pot	KCNQ1 inh
Cc1ccc(NS(=O)(=O)N2CCOCC2)cc1	-4.2	i	i	i	i	i	i	i	i	i	i
CCCCN(Cc1ccc(C(=O)N[C@H](C(=O)O)C(C)C)cc1)C(=O)C(c1ccccc1)c1ccccc1	-6.9	i	i	i	i	i	i	i	i	i	i
CCc1cccc(NC(=O)C2CCCN(S(=O)(=O)c3cccnc3)C2)c1 (stereo not drawn)	-12.6	i	i	i	i	i	i	i	i	i	i
CC(C)(C)C(=O)Nc1cc(NC(=O)C(C)(C)C)cc(C(=O)Nc2c[nH]c(=O)[nH]c2=O)c1	-8.5	i	i	i	i	i	i	i	i	i	i
CCNC(=O)Oc1ccc[nH]c1=O	-3.8	i	i	i	i	i	i	i	i	i	i
COc1cc(C(=O)NCc2ccc3[nH]c(C)cc3c2)cc(OC)c1OC	-3.4	i	i	i	i	i	i	i	i	i	i
COCCNc1ccc(N2C(=O)C3CCCCC3C2=O)cc1[N+](=O)[O-] (stereo not drawn)	-11.1	i	i	i	i	i	i	i	i	i	i
Cc1cc(Nc2ccccc2)nc(NCc2ccccc2)n1	-22.1	i	i	100*	i	i	i	i	i	i	i
COC(=O)N/N=C\c1ccccc1OC/C=C/c1ccccc1	-12.1	i	i	i	i	i	i	i	i	i	i
O=C(O)CCC(=O)Nc1sc2c(c1C(=O)NCc1ccccc1)CCCC2	-16.4	i	i	i	i	i	i	i	i	i	i
O=C(CC(=O)Nc1ccc(Cl)cc1)N/N=C\c1cccc(F)c1	-6.7	i	i	i	i	i	i	i	i	i	i
Cc1ccccc1C(=O)NC1CCN(CC(=O)NC2CCCCC2)CC1	-1.0	i	i	i	i	i	i	i	i	i	i
Cc1ccccc1NS(=O)(=O)c1ccc(C(=O)NNC(=O)c2ccccc2O)cc1	-11.6	i	i	i	i	i	i	i	i	i	i
COC(=O)c1c(-c2cccs2)csc1NC(=O)CN1CCOCC1	-5.2	i	i	i	i	i	i	i	i	i	i
Cc1ccc(N2C(N)=C(C#N)C(c3ccsc3)C3=C2CC(C)(C)CC3=O)cc1 (stereo not drawn)	-8.5	i	i	i	i	i	i	i	i	i	i
CS(=O)(=O)N1CCN=C1SCc1ccccc1	-4.6	i	i	i	i	i	i	i	i	i	i
N#CC1(NC(=O)Cn2cc(C(F)(F)F)cc(Cl)c2=O)CCCCC1	-10.5	i	i	i	i	i	i	i	i	i	i
COc1ccc(N2CCN(S(=O)(=O)c3ccc4c(c3)N(C(C)=O)CCO4)CC2)cc1	-2.7	i	i	i	i	i	i	i	i	i	i
COCc1[nH]c(=S)[nH]c(=O)c1C	1.4	i	i	i	i	i	i	i	i	i	i
